KCNH2 3.1 inh: qHTS for Inhibitors of KCHN2 3.1: Mutant qHTS; actives 0.95% (n = 340,000); U2OS KCNH2 3.1, thallium flux FluxOr; hits give low values; AID 720553, 2013; Potassium voltage-gated channel subfamily H member 2, brain isoform KCNH2 3.1 (human); activity change, % (tested at about 1.8 µM);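 active = maximum activity change below -70%; inconclusive = maximum activity change from -70% to -50%; inactive = maximum activity change above -50%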;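 also: thallium influx rate constant from kinetic fluorescence after stimulation buffer; % is scaled to controls: 0 for no effect and ±100 for the full control effect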
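Thallium flux via FluxOr fluorescence (Red40 quencher, 45 min loading) in U2OS cells virally expressing the KCNH2 3.1 isoform (1.77 x 10^8 /mL virus, overnight at 37 C). Rate constants from 2-min kinetic reads post-stimulation, normalised to positive and negative controls.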
MLL CXXC-DNA inh: qHTS Fluorescence Polarization Assay for Inhibitors of MLL CXXC domain - DNA interaction; Histone-lysine N-methyltransferase 2A (Homo sapiens), Q03164; MLL-CXXC / FITC-HOXA9 DNA fluorescence polarization; Potency, µM (doses to about 115 µM), without a hit: at the highest dose activity change, negative = inhibition, actives largely listed as inhibitors; actives 0.037% (n = 290,000); active = well fitted inhibition curve with a large enough effect in the polarisation, with a control signal flat, not every such curve was filed as active; inconclusive = small, poorly fitted or top-dose-only effect, or effect the other way, or a change in a side signal; inactive = no such curve, though single readings can be large or run the other way; the % refers to the polarisation; also: potency is read from the fitted curve at half-maximal effect
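Fluorescence polarization: 7 uM MLL-CXXC (stock) preincubated 5 min with compounds, then 50 nM fluorescein-HOX-A9 DNA (stock) added; 30 min ambient. Buffer 50 mM Tris-HCl pH 7.5, 50 mM NaCl, 1 mM DTT, 0.05% BSA.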
B2AR arrestin: qHTS assay of beta-arrestin-biased ligands of beta2-adrenergic receptor | Beta-2 adrenergic receptor (Homo sapiens), P07550 | beta-arrestin recruitment to beta2AR, cell-based reporter | Potency, µM (titrated, usually from 46.1 µM), for the others: at the top dose activation, hits mostly activators | actives 0.02% (n = 330,000);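 also: potency is read from the fitted curve at half-maximal effect; 0% = DMSO controls and full agonism = EC100 isoproterenol or metaproterenol; nearly all actives have a fitted effect of over 65% in size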
USP2a inh: qHTS Assay for Inhibitors of Ubiquitin-specific Protease USP2a Using CHOP2 as the Reporter; actives 0.01% (n = 330,000); USP2 core, Ub-CHOP2 coupled fluorogenic reporter, 485/531; Ubiquitin carboxyl-terminal hydrolase 2 (Homo sapiens), O75604; Potency, µM (series often up to 38.3 µM), for the others: at the highest dose activity change, negative = inhibition, actives largely listed as inhibitors;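 also: potency is read from the fitted curve at half-maximal effect; plate controls were DMSO wells for no effect and full inhibition by NEM control for full effect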
Target sequence (O75604 whole entry, looked up): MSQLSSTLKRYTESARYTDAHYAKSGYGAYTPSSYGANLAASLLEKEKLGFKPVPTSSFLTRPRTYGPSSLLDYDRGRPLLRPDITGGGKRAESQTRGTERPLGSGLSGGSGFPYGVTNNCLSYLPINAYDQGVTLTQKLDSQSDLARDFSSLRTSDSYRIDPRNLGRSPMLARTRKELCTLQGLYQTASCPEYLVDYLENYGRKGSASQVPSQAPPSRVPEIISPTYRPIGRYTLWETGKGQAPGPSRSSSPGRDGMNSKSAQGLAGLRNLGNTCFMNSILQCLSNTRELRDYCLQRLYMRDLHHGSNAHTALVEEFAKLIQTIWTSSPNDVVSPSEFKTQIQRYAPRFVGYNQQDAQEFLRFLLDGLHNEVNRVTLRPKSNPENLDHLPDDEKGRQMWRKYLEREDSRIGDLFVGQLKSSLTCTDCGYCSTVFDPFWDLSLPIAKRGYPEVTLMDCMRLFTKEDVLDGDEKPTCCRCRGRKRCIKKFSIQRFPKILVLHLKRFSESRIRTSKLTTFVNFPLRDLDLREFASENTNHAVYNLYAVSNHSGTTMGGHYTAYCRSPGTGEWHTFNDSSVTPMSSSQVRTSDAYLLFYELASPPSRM
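Cell-free coupled assay: 10nM USP2 core preincubated 30min RT with compound in Tris-HCl pH 8.0/CaCl2/CHAPS buffer, then 25nM Ub-CHOP2 and 25nM reporter substrate; fluorescence (Ex 485/Em 531) read after 60min RT, normalized to NEM inhibition, concentration-response curves fitted.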
GALK inh: qHTS Assay for Inhibitors of Human Galactokinase (GALK). actives 0.007% (n = 270,000). Purified GALK, Kinase-Glo residual ATP luminescence. P51570. Potency, µM (top dose mostly 57.5 µM), without a hit: at the top dose activity change, negative = inhibition, most hits filed as inhibitors; also: potency is read from the fitted curve at half-maximal effect; % is scaled to controls: 0 for no effect and ±100 for the full control effect
Target sequence (P51570 whole entry, looked up): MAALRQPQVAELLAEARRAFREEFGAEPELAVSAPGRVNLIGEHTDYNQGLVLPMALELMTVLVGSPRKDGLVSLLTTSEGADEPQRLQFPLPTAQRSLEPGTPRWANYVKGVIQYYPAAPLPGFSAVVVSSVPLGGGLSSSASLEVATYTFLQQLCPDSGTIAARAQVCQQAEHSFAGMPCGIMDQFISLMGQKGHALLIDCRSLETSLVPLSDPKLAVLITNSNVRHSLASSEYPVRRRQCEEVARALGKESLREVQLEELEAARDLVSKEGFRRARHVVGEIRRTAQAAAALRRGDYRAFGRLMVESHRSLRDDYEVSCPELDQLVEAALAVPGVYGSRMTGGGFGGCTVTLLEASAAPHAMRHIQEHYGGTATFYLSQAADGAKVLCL
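ATP-depletion format; final 35 uM ATP, 100 uM D-galactose, 5 nM enzyme; pH 8.0 HEPES/Mg2+ buffer; 60 min RT; luminescence read 10 min after detection reagent.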
Coupling enz: qHTS Assay for Inhibitors of Fructose-1,6-bisphosphate Aldolase from Giardia Lamblia: Coupling assay counterscreen | coupling enzyme system counterscreen, AmpLite Red fluorescence | actives 0.67% (n = 290,000) | activity change, negative = inhibition, % at 58.2 µM, hits read low; in the data active = activity change below about -30%; also: % is scaled to controls: 0 for no effect and ±100 for the full control effect
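Activity here indicates interference with the coupling reaction, not aldolase inhibition. Compounds at 57.5 uM final met coupling enzymes for 10 min at RT; substrate and AmpLite Red detection followed, with a 525/598 nm fluorescence read after 20 min.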
Giardia kill: Small Molecules that selectively kill Giardia lamblia: qHTS | Giardia lamblia trophozoite viability | activity change, % at 7.66 µM, hits read low | actives 0.15% (n = 340,000) | AID 540267, 2011; in the data active = activity change below about -80%; inconclusive = between about -30% and that limit;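 also: parasites exposed to compound for two days anaerobically before the ATP read; % is scaled to controls: 0 for no effect and ±100 for the full control effect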
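Killing of trophozoites was scored by loss of ATP luminescence after a 48 hrs anaerobic exposure to compounds at 37 deg C, using 100 cells per well.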
TRPV1 agonist: HTS Assay for Compounds that Act as Agonists of the Vanilloid Receptor 1 | Transient receptor potential cation channel subfamily V member 1 (Homo sapiens), Q8NER1 | TRPV1-expressing cells, Fluo-8 calcium influx, agonist mode | activation, % at 8.33 µM | actives 0.19% (n = 320,000) | AID 540275, 2011; in the data active = activation above about 80%; inconclusive = between about 30% and that limit; also: 0% is about no effect
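Cells expressing TRPV1 were dye-loaded with Fluo-8 and read kinetically: 10 s baseline, 3 min after compound (agonist portion), then 2 min after EC20 capsaicin (allosteric enhancer portion). Calcium-bound dye fluorescence at 480/520 nm.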
Menin-MLL TR inh: qHTS Assay for Inhibitors Targeting the Menin-MLL Interaction in MLL Related Leukemias: Competition With Texas Red Labeled MLL-derived Mutant Peptide; O00255; Menin + Texas Red MLL mutant peptide, fluorescence polarization; Potency, µM (top dose mostly 61.6 µM), inactives show top-dose FP activity change, negative = inhibition, hits mostly inhibitors; actives 0.23% (n = 270,000); AID 1768, 2009; active = well fitted inhibition curve with a large enough effect in the polarisation, with a control signal flat, not every such curve was filed as active; inconclusive = small, poorly fitted or top-dose-only effect, or effect the other way, or a change in a side signal; inactive = no such curve, though single readings can be large or run the other way; the % refers to the polarisation; also: potency is read from the fitted curve at half-maximal effect; % of control where 0% means no effect; many of its hits are not listed in these tables
KCNH2 WT inh: qHTS for Inhibitors of KCHN2 3.1: Wildtype qHTS; Voltage-gated inwardly rectifying potassium channel KCNH2 (Homo sapiens), Q12809; U2OS, BacMam KCNH2, thallium flux FluxOr; hits give low values; activity change, % at 1.84 µM; actives 0.37% (n = 340,000); AID 720551, 2013;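 active = maximum activity change below -70%; inconclusive = maximum activity change between -70% and -50%; inactive = maximum activity change above -50%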; also: % is scaled to controls: 0 for no effect and ±100 for the full control effect
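U2OS cells were transduced with wild-type KCNH2 virus (2.03 x 10^8 / mL) for 4 h at room temperature, then cultured overnight at 37 C. Thallium flux was read with FluxOr dye. Rate constants were normalized to DMSO controls.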
PKM2 act: qHTS Assay for Activators of Human Muscle isoform 2 Pyruvate Kinase | purified PKM2, Kinase-Glo ATP luminescence, activation; response scale: 0% is enzyme alone, no compound | Potency, µM (series often up to 57.5 µM), for the others: top-dose activation, hits mostly activators | actives 0.34% (n = 260,000); also: potency is read from the fitted curve at half-maximal effect; % is scaled to controls: 0 for no effect and ±100 for the full control effect; nearly all actives have a fitted effect of over 55% in size
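Purified hPK-M2 (>95%) run at intermediate activity with 0.1 mM ADP and 0.5 mM PEP in 50 mM imidazole pH 7.2, KCl, MgCl2; 1 h room temperature. ATP formed read by Kinase-Glo luminescence; normalized to uninhibited and no-enzyme controls.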
Starred values were filed as active, the others as inactive; ? = inconclusive; / = not tested or not shown; [ ] = remark or other dose. Unless noted, calls follow the shape of the dose curve; as a rule, active = well fitted curve in the direction sought with a large enough effect; inconclusive = small, poorly fitted or top-dose-only effect, or another doubt; inactive = no such curve, though single readings can be large; an effect the other way counts as inactive or inconclusive.

SMILES | KCNH2 3.1 inh | MLL CXXC-DNA inh | B2AR arrestin | USP2a inh | GALK inh | Coupling enz | Giardia kill | TRPV1 agonist | Menin-MLL TR inh | KCNH2 WT inh | PKM2 act
Cc1ccc(S(=O)(=O)NCCC(=O)NC2CCCC2)cc1 | -1 | -7% | 12% | 3% | -1% | 0 | 2 | 2 | 10% | -17 | 3%
CCOc1ccc(NC(=O)CN(C)C(=O)CN2C(=O)c3ccc([N+](=O)[O-])cc3C2=O)cc1OCC | 9 | / | -0.5% | -1% | / | / | -13 | -1 | / | -3 | /
O=C(NCCc1ccc(F)cc1)Nc1ccccc1Cl | 3 | -5% | -0.2% | -4% | -1% | / | -3 | 26 | / | -8 | 5%
O=C(C1CCC1)N1CCc2cc(S(=O)(=O)NCCCN3CCCCC3)ccc21 | 11 | 22% | 0.2% | 1% | 12% | 5 | -15 | -1 | -14% | -6 | 1%[0.46 µM]
Cc1c(C#N)c(SCC(N)=O)nc2c1CCCC2 | 37 | 5% | -0.9% | 3% | 3% | 3 | -4 | 5 | -1% | 3 | 21%
CCOC(=O)C(NC(C)=O)(OCc1ccc(F)cc1)C(F)(F)F (stereo not given) | 6 | -2% | -0.3% | -2% | 7% | 2 | -2 | 1 | 1% | -4 | -1%
O=C(c1ccco1)N1N=C(c2cccs2)CC1c1ccco1 (stereo not given) | -6 | -2% | 0.3% | 2% | 0% | 5 | -16 | ? | 9% | -30 | 1%
Cn1ncc2c(O/N=C(\N)c3ccc(C(F)(F)F)cc3)ncnc21 | -10 | 3% | -0.9% | 2% | / | -4 | 16 | -1 | / | 0 | 0%
CC(CC(=O)O)CC(=O)Nc1ccc(S(N)(=O)=O)cc1 (stereo not given) | 20 | 1% | -0.1% | -1% | / | 2 | 6 | 2 | 3% | -1 | 3%
CCN1CCN(C(=O)CSCc2nc(-c3ccc(OC)c(OC)c3)oc2C)CC1 | 4 | 0% | -0.9% | 2% | 2% | -4 | -3 | 6 | -16% | 8 | 5%
CCN1CCN(c2nc(C)nc3c2sc(=S)n3C)CC1 | 16 | 10% | -0.2% | 4% | -1% | -29 | -16 | 5 | -14% | 8 | -13%
O=C(COC(=O)C1CCCO1)Nc1cccc(C(F)(F)F)c1 (stereo not given) | 5 | 6% | 0.1% | 1% | -2% | 1 | -7 | 2 | 0% | -4 | 3%
CC(C)C1O/C(=N/C(=O)Nc2ccc(Cl)c(Cl)c2)NC1=O (stereo not given) | -3 | -1% | -0.4% | 1% | 0% | 2 | 22 | 2 | ? | -2 | 13%
CC(C)(C)NC(=O)CN(C(=O)C1(C)CC(=O)N=C2C=CC=CN21)C1CCCC1 (stereo not given) | -12 | 3% | 0.0% | 6% | -1% | -1 | -1 | 1 | -16% | -24 | -3%
O=C(CN1C(=O)C2C3C=CC(C3)C2C1=O)NCc1ccccc1 (stereo not given) | 6 | 3% | -0.5% | 3% | -1% | 0 | 16 | -5 | -1% | 10 | -8%

Random excerpt: two entries already listed.
SMILES | KCNH2 3.1 inh | MLL CXXC-DNA inh | B2AR arrestin | USP2a inh | GALK inh | Coupling enz | Giardia kill | TRPV1 agonist | Menin-MLL TR inh | KCNH2 WT inh | PKM2 act
Cn1ncc2c(O/N=C(\N)c3ccc(C(F)(F)F)cc3)ncnc21 | -10 | 3% | -0.9% | 2% | / | -4 | 16 | -1 | / | 0 | 0%
Cc1ccc(S(=O)(=O)NCCC(=O)NC2CCCC2)cc1 | -1 | -7% | 12% | 3% | -1% | 0 | 2 | 2 | 10% | -17 | 3%

Other records
SMILES | KCNH2 3.1 inh | MLL CXXC-DNA inh | B2AR arrestin | USP2a inh | GALK inh | Coupling enz | Giardia kill | TRPV1 agonist | Menin-MLL TR inh | KCNH2 WT inh | PKM2 act
CCOC(=O)N1CCN(S(=O)(=O)c2ccc3c4c(cccc24)C(=O)N3)CC1 | -15 | 1% | -0.2% | 2% | 7% | / | 12 | 0 | / | 1 | 13%
COC(=O)c1cc(C(=O)N2CCOCC2)cc([N+](=O)[O-])c1 | -10 | 4% | 0.3% | 3% | 1% | 1 | 0 | -3 | -4% | 1 | -1%
Cc1ccc(C(=O)NCCNC(=O)COc2ccc(Cl)cc2)cn1 | 2 | 2% | -0.1% | -1% | -2% | -3 | 25 | 1 | 17% | 11 | -13%
CC(C)C[C@H](NC(=O)[C@@H]1Cc2ccccc2CN1)C(=O)Nc1ccc(C(C)C)cc1 | -14 | 0% | 0.4% | -3% | 1% | / | 9 | 3 | / | 1 | /
COc1cc(CN(C(=S)NCC(=O)NC2CC2)C2CCCC2)cc(OC)c1OC | -3 | 24% | 3.0% | 3% | 0% | 6 | -6 | -6 | -25% | -2 | -19%
CN(Cc1n[nH]c(=S)n1C)S(=O)(=O)c1ccccc1 | -3 | -5% | 5.1% | 2% | 6% | 0 | -16 | -3 | -10% | -4 | -4%
Cc1oc(-c2ccccc2F)nc1CS(=O)CC(=O)NCc1ccc(Cl)cc1 (stereo not given) | -4 | -4% | -0.7% | 1% | 2% | 3 | -6 | 8 | 0% | 5 | /
COc1cccc(/C=N/NC(=S)Nc2cccc(C(=O)O)c2)c1 | -9 | 29% | 0.2% | 0% | -5% | 4 | -20 | -3 | 14% | -15 | -22%
CC(=O)NCCc1ccc(S(=O)(=O)N(C)C2CCS(=O)(=O)C2)cc1 (stereo not given) | 6 | -2% | -0.3% | 0% | -4% | 2 | 12 | -3 | ? | 24 | -7%
COc1ccc2[nH]c3c(c2c1)CCN1C(=O)C(CC(=O)NCC24CC5CC(CC(C5)C2)C4)C[C@H](C(=O)N2CCOCC2)[C@@]31CCC1CCCC1 (stereo not given in full) | -23 | / | -1.2% | 1% | / | / | 14 | / | / | 2 | /
COc1ccc(NC(=O)CCNC(=O)c2ccccc2Cl)cc1OC | 18 | -2% | -0.1% | 4% | 2% | 3 | 8 | -6 | -15% | 18 | /
O=C(O)CCC(=O)N1N=C(c2cccs2)CC1c1cn(-c2ccccc2)nc1-c1ccccc1 (stereo not given) | 23 | -2% | 0.2% | -4% | -2% | 9 | 1 | 22 | -5% | -5 | -4%
CCCNC(=O)c1ccc(Cn2c(=S)[nH]c3c([nH]c4ccc(OC)cc43)c2=O)cc1 | 3 | -8% | -2.1% | 7% | -3% | 1 | -8 | -6 | -6% | -6 | 1%
Cc1nn(CC(=O)NCc2cccnc2)c(=O)c2ccccc12 | -18 | -6% | -0.2% | 1% | -3% | 1 | -2 | -1 | -13% | 0 | 0%
COc1cccc(/C(O)=C2/C(=O)C(=O)N(CCN3CCOCC3)C2c2cccs2)c1 (stereo not given) | 9 | 0% | -0.7% | 1% | -5% | 1 | -26 | -1 | 16% | -10 | 4%
CC1(C)N=C(c2ccc(Cl)cc2)C(=O)N1 | 5 | -5% | -1.1% | -1% | 0% | 1 | 8 | -2 | -6% | 15 | 3%
CC1=C(C(=O)N2CCOCC2)C(c2cccc3ccccc23)NC(=S)N1 (stereo not given) | 0 | 16% | -0.6% | 1% | -2% | 0 | 14 | -4 | 7% | 25 | -9%

Entries listed so far that have a nitro group on carbon, in the order listed:
SMILES | KCNH2 3.1 inh | MLL CXXC-DNA inh | B2AR arrestin | USP2a inh | GALK inh | Coupling enz | Giardia kill | TRPV1 agonist | Menin-MLL TR inh | KCNH2 WT inh | PKM2 act
CCOc1ccc(NC(=O)CN(C)C(=O)CN2C(=O)c3ccc([N+](=O)[O-])cc3C2=O)cc1OCC | 9 | / | -0.5% | -1% | / | / | -13 | -1 | / | -3 | /
COC(=O)c1cc(C(=O)N2CCOCC2)cc([N+](=O)[O-])c1 | -10 | 4% | 0.3% | 3% | 1% | 1 | 0 | -3 | -4% | 1 | -1%

A portion of the library. The share of hits here may be higher or lower than overall.
